# Compound activity as filed in PubChem BioAssay.
# USP10 inh: blocks human USP10 ubiquitin-rhodamine cleavage. Q14694. purified USP10, Ub-rhodamine fluorescence, 60 min. inhibition, % at 20 µM. 1.1% of 47,000 active. AID 1645856
# Target sequence (Q14694 whole entry, looked up): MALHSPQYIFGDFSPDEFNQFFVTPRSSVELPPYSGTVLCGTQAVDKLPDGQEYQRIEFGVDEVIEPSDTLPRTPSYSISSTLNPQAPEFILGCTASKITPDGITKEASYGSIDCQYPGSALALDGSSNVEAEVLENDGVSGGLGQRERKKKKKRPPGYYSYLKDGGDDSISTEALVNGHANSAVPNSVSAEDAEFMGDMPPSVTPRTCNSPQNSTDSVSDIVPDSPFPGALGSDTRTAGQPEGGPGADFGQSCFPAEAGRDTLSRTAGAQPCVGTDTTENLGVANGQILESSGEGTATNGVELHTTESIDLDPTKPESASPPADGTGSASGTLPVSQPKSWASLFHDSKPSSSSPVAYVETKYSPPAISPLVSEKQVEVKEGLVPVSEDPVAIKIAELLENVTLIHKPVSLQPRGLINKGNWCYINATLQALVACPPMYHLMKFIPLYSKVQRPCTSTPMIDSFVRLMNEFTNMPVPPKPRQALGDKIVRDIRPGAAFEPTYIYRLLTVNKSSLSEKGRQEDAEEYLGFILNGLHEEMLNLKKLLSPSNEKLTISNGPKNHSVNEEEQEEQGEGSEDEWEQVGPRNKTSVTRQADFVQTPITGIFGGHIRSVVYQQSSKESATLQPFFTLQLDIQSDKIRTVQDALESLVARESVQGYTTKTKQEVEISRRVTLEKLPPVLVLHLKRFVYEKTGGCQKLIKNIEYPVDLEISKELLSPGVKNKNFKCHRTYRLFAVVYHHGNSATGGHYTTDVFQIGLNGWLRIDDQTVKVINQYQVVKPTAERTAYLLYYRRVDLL
# USP17 inh: human USP17-like deubiquitinase inhibition | 6.5% of 47,000 active | purified USP17, Ub-rhodamine cleavage fluorescence, 3 h | inhibition, % at 50 µM | A8MUK1
# UCHL1 block: inhibitors of human UCHL1 deubiquitinase; 0.2% of 47,000 active; AID 1645859; purified UCHL1, Ub-rhodamine cleavage fluorescence; inhibition, % at 20 µM; P09936
# Target sequence (P09936 whole entry, looked up): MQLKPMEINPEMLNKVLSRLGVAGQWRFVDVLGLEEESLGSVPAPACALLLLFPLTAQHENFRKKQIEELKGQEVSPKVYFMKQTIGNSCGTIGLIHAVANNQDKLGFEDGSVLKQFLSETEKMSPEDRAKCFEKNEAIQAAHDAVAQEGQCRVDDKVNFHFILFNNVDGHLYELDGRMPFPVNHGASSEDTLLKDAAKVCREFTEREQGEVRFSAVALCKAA
# USP8 block: human USP8 deubiquitinase inhibition; 4.2% of 47,000 active; purified USP8, Ub-rhodamine cleavage fluorescence, 30 min; inhibition, % at 20 µM
# USP7 block: inhibitors of human USP7 deubiquitinase | Q93009 | purified USP7, Ub-rhodamine cleavage fluorescence | inhibition, % at 20 µM | 0.3% of 47,000 active | AID 1645854
# USP30 block: inhibitors of human USP30 deubiquitinase. 5.3% of 47,000 active. inhibition, % at 25 µM. purified USP30, Ub-rhodamine cleavage fluorescence
# OTUD3 inh: inhibitors of human OTUD3 deubiquitinase. Q5T2D3. purified OTUD3, Ub-rhodamine fluorescence, 2 h. inhibition, % at 25 µM. 0.7% of 47,000 active
# USP28 inh: blocks human USP28 ubiquitin-rhodamine cleavage; inhibition, % at 25 µM; Q96RU2; purified USP28, Ub-rhodamine cleavage fluorescence, 30 min; 3% of 47,000 active
# * marks the source's active call; other numbers are inactive results; i = inactive; / = no result given. No stated cut-off is given here; in the data, active means inhibition above about 30%; inactive means the rest.
SMILES,USP10 inh,USP17 inh,UCHL1 block,USP8 block,USP7 block,USP30 block,OTUD3 inh,USP28 inh
Cc1cc(=O)n2c(n1)NC(N1CCOCC1)=NC2c1cccnc1 (stereo not drawn),-4,-4,-2,7,0,-11,-6,-11
Cc1nn(-c2ccccc2)c2sc(-c3noc(-c4cnccn4)n3)cc12,-2,6,2,-7,2,-116,-13,-25
Cc1c(NC(=O)c2ccc(CN3CCOCC3)cc2)cccc1[N+](=O)[O-],0,-14,0,-81,-3,-14,-1,-3
CC1CSc2ccc(S(=O)(=O)N3CCC(N4CCCCC4)CC3)cc2NC1=O (stereo not drawn),-4,-4,0,7,-11,-7,7,-3
Cc1ccccc1C(=O)N1CCCC(c2nnc3ccccn23)C1 (stereo not drawn),-1,1,3,2,8,0,5,-1
CC(C)(C)c1cc(C(=O)N2CCCC(c3cnccn3)C2)n[nH]1 (stereo not drawn),-1,4,2,18,5,10,9,3
CNc1nc2c(c(=O)n1C)CCN(C(=O)c1cc3ccccc3n1C)C2,-3,8,2,-1,2,/,14,/
O=C(NC[C@H]1OC[C@@H]2CCN(Cc3cccnc3)C[C@@H]21)c1ccno1,1,-9,0,-25,0,-1,0,-2
COc1ccc(CNC(=O)N2CCN(C(C)=O)CC3(CC(=O)N(C)C3)C2)cc1 (stereo not drawn),3,-8,-1,-38,0,-12,-6,-21
Cc1nc(-c2ncc[nH]2)cc(C2CCN(C(=O)C3CCC3)CC2)n1,-1,7,2,3,4,5,-4,-1
O=C1CSC(c2cccnc2)N1c1ccc(C(F)(F)F)cc1 (stereo not drawn),1,3,-1,-56,0,16,7,1
COc1ccc(CNC(=O)CC(C)(C)CC2=NS(=O)(=O)c3ccccc3N2)cc1,1,11,4,12,2,18,7,10
O=C(c1cc2ccc(Br)cc2[nH]1)N1CCCC1,-6,-4,-7,-17,-13,-91,-25,-25
CCn1c(C(=O)O)c(CNCc2ccc3c(c2)OCO3)c2ccccc21,-4,7,-3,0,-1,4,6,4
Cc1cc(C)c(NC(=O)COC(=O)C2CCCN2S(=O)(=O)c2ccc(Cl)cc2)c(C)c1 (stereo not drawn),3,12,3,20,1,9,13,23
O=C(Cc1cccc(F)c1)NC1CCCN(c2cc(-c3ccncc3)[nH]n2)C1 (stereo not drawn),3,-39,-3,-152,-2,-6,-4,-9
O=C1[C@H]2Cc3c([nH]c4ccccc34)C(c3ccccc3)N2C(=O)CN1Cc1ccc2c(c1)OCO2 (stereo partly drawn),-9,17,2,14,-1,-73,-4,-1
Fc1ccccc1-c1cncc(C2CN(CC3CC3)CCO2)n1 (stereo not drawn),-1,-17,0,-1,-23,-34,-6,-16
Cc1ccc(S(=O)(=O)N2CCN(C(=O)CN3c4ccccc4CC3C)CC2)cc1 (stereo not drawn),-7,-14,-3,-7,0,-165,-51,-39
Cc1cc(C)n(-c2nc3c(c(=O)n2CC(=O)Nc2ccccc2F)CCCC3)n1,-1,-14,-1,-4,-4,-7,-5,-8

# 3 compounds out of the list above, arranged by the value under USP17 inh, descending.
SMILES,USP10 inh,USP17 inh,UCHL1 block,USP8 block,USP7 block,USP30 block,OTUD3 inh,USP28 inh
Cc1nc(-c2ncc[nH]2)cc(C2CCN(C(=O)C3CCC3)CC2)n1,-1,7,2,3,4,5,-4,-1
Cc1ccc(S(=O)(=O)N2CCN(C(=O)CN3c4ccccc4CC3C)CC2)cc1 (stereo not drawn),-7,-14,-3,-7,0,-165,-51,-39
O=C(Cc1cccc(F)c1)NC1CCCN(c2cc(-c3ccncc3)[nH]n2)C1 (stereo not drawn),3,-39,-3,-152,-2,-6,-4,-9

# Other records follow.
SMILES,USP10 inh,USP17 inh,UCHL1 block,USP8 block,USP7 block,USP30 block,OTUD3 inh,USP28 inh
Cc1cc(C)cc(NC(=O)CC(C)(C)CC2=NS(=O)(=O)c3ccccc3N2)c1,6,7,6,10,11,1,8,13
O=C(NCCc1c[nH]c2ccccc12)NCc1ccc(Cl)cc1Cl,9,21,8,2,0,32*,14,21
O=C(COc1nsnc1N1CCOCC1)Nc1ccc(F)c(F)c1,1,3,2,-22,-4,57*,2,13
Cc1cc(C(=O)N2CCC3(CC2)COc2ccccc2S(=O)(=O)N(CC2CC2)C3)no1,0,9,4,16,4,4,7,4
COCCn1cc(CN2CCC(O)(c3ccccc3F)CC2)c2ccccc21,0,9,0,32*,3,35*,19,26
COc1ccccc1-n1ccnc(NC(=O)Nc2cccc(F)c2)c1=O,1,46*,0,-1,6,2,-5,-7
CCn1cc(C(=O)NCc2ccco2)c(=O)c2cc(S(=O)(=O)N3CCCC3)ccc21,0,-2,2,0,0,9,5,8
O=C(c1ccc(OCC2CCN(C(=O)c3ccc(F)cc3)CC2)cc1)N1CCOCC1,-1,-6,-3,0,-3,-12,-1,-7
Cc1occc1-c1nnc(SCC(=O)Nc2cc(C(C)(C)C)nn2-c2ccccc2)n1Cc1ccccc1,5,10,7,9,3,-27,17,7
CCN(c1ccc2c(c1)OCO2)S(=O)(=O)c1ccc2c(c1)c(=O)n(C)c(=O)n2C,-2,-136,-18,-98,-27,i,-98,-82
Cc1ccc(NC(=O)c2cccn2Cc2noc(C3CC3)n2)cc1,1,-3,-1,0,-3,-10,-7,0
CS(=O)(=O)c1ccc(CN2CC[C@H]3COC(=O)N(Cc4ccccc4)[C@@H]3C2)cc1,2,-21,-2,-4,-1,-8,-9,-5
CNc1nc(C2(C)CCCN(C(=O)c3cnccn3)C2)cn2cccc12 (stereo not drawn),-1,-31,-5,-23,-8,-101,-17,-28
CCc1ccc(NC(=O)Cn2cnc(S(=O)(=O)N3CCOCC3)c2)cc1,0,24,1,0,5,7,10,5
Cc1ccc(F)cc1NC(=O)Cc1nnc(-c2ccc3ncccc3c2)o1,-9,25,0,56*,5,1,4,3
COc1ccc(C2CC(=O)C3=C(C2)Nc2ccccc2N(C(=O)c2ccccc2)C3c2ccc(C(C)(C)C)cc2)cc1 (stereo not drawn),9,-3,1,7,12,0,-11,4
COc1ccc(NC(=O)COC(=O)c2cc3ccccc3oc2=O)c(OC)c1,2,7,2,18,3,15,4,6
O=C(c1cscn1)N1CCC2(CC1)CC1(CO2)Nc2ccccc2-n2cccc21 (stereo not drawn),5,71*,-2,94*,-4,-68,-15,-5
CC(=O)[C@H]1[C@H](c2ccc(C)cc2)C2(C(=O)c3ccccc3C2=O)C2C=Cc3cc(Cl)ccc3N21 (stereo partly drawn),-9,-129,-87,-52,-82,i,-173,-214
O=C(CCn1nnc2ccccc21)N1C[C@@H](O)[C@H](N2CCOCC2)C1,2,1,1,14,7,17,9,5
Cc1c(Cl)cccc1NC(=O)CCNc1c(N2CCCC2)c(=O)c1=O,0,1,-2,-6,0,-1,-8,-4
CSc1ccc(CNC(=O)Cn2c(=O)[nH]c3c(-c4ccccc4)c[nH]c3c2=O)cc1,22,-29,2,73*,10,-67,-18,-41
O=c1cc(C2CCN(Cc3ccc(F)cc3)CC2)nc(-c2cccnc2)[nH]1,2,3,-1,2,0,1,0,-3
Cc1ccc(N2CC(C(=O)Nc3nnc4n3CCCS4)CC2=O)cc1 (stereo not drawn),0,-10,-1,-176,-1,0,-7,-8
Cc1cccc(C(=O)Nc2cccc(SC(C(=O)Nc3ccc(Cl)c(C(=O)O)c3)c3ccccc3)c2)c1 (stereo not drawn),69*,80*,7,44*,11,47*,21,44*
Cc1cc(C)cc(C(=O)N2CCC(Oc3ccc(C(=O)N(C)C)cn3)CC2)c1,-1,1,-2,0,1,0,2,44*
CC1(C)CC(=O)C2=C(C1)Nc1ccccc1N(C(=O)c1ccccc1)C2c1cccc(OCc2ccccc2)c1 (stereo not drawn),5,-8,1,-14,3,-6,-3,-3
Fc1ccc(COc2ccc(-n3cnnn3)cc2)c(Cl)c1,2,16,0,12,-3,5,-1,13
CC(=O)N[C@@]12CN(C(C)=O)CC[C@@H]1[C@@H](c1ccccc1)N(CC(=O)Nc1cccc(C)c1C)C2,0,14,3,2,-2,11,11,8
CN1CCOCC2(CCCN(C(=O)c3ccc(-n4cccc4)cc3)C2)C1 (stereo not drawn),-7,-28,-2,-135,-1,-10,0,3
Cc1ccc2cccc(S(=O)(=O)N3CCN(c4ccccc4F)CC3)c2n1,7,1,4,2,5,-9,0,-2
CCn1c(=O)c(N2CCC(NC(=O)Nc3ccc(Cl)cc3)CC2)nc2cccnc21,-5,-9,-7,-12,-3,-100,-24,-28
O=C(NC(Cc1ccccc1)c1ccccc1)c1cccc(-n2cnnn2)c1 (stereo not drawn),4,1,3,-39,-3,27,1,-1
CCOC(=O)C(C)n1nc(/C=C/c2ccccc2)ccc1=O (stereo not drawn),0,5,0,-3,-2,5,5,6
Cc1ccc(C2CN3C(=O)CN(C4CC4)C(=O)[C@]3(C)c3[nH]c4ccccc4c32)cc1 (stereo partly drawn),-2,4,12,5,-102,-3,-3,5
CC(C)CCNC(=O)CCC(=O)N1CCCn2nc(-c3cccn3C)cc21,-5,-88,-5,-113,-48,-200,-54,-77
CCc1ccccc1NS(=O)(=O)c1c(C)[nH]c(C)c1-c1nc(C)no1,1,2,1,13,3,-3,0,3
Cc1ccccc1NC(=O)CSc1ncnc2c1sc1nc(-c3ccccc3)c3c(c12)CCC3,-2,-27,-8,-19,-10,-244,-60,-84
COc1ccc(-c2csc3ncnc(NCc4ccccn4)c23)cc1,-8,12,-6,-37,-6,6,-16,-24
CSc1cccc(Nc2cc(C(=O)NCCCN3CCOCC3)c3ccccc3n2)c1,-3,-28,0,-30,-23,-44,-23,-27
Cc1cccc(C)c1NC(=O)CSc1nnc(-c2cc3ccccc3[nH]2)o1,0,0,-2,19,15,-124,-20,-11
CCC=C1C=C(NCCOCCO)n2nc3nc(C)cc(C)c3c2N1,-10,-53,-1,-24,-20,-187,-42,-37
Cc1cncc(C(=O)N[C@@H]2CC[C@H]3Oc4ccccc4N[C@H]3[C@@H]2O)c1,0,9,2,18,2,7,10,6
COc1ccc(S(=O)(=O)N2CCOC(c3ccccc3)C2)cc1OC (stereo not drawn),0,-8,0,-1,0,-15,-3,-7
Cc1nnc(-c2cc(S(=O)(=O)N3CCN(c4ccccc4F)CC3)c[nH]2)o1,9,6,2,16,3,9,8,13
CC(=O)N1CCn2c(c(C(=O)Nc3ccccc3)c3cccnc32)C1,-4,-6,-11,-8,-12,-39,-12,-20
COc1cccc(CNC(=O)N2CC(c3nc(C)no3)C3(CCOCC3)C2)c1 (stereo not drawn),-1,-17,-2,-96,2,-1,0,1
COc1ccc(OC)c(C2=NS(=O)(=O)N(C)C(C(=O)NC(C)c3ccccc3)=C2)c1 (stereo not drawn),-5,-27,3,-54,-2,-59,-11,-23
Cc1cc(N2CCCCC2)nc(N2CCN(S(=O)(=O)c3cccc(Cl)c3)CC2)n1,-2,-5,-1,-7,1,-16,-9,-12
COCCCn1c(C(=O)NCc2ccccc2)cc2c(=O)n3ccccc3nc21,15,-2,0,7,-2,-1,-6,-5
COc1ccc(NC(=O)CC[C@@H]2NC(=O)N([C@@H](C)c3ccccc3)C2=O)cc1,1,10,6,16,8,26,12,8
COc1ccc(-c2cc(C(F)(F)F)nc(-n3cc([N+](=O)[O-])cn3)n2)cc1,0,14,1,9,5,-8,9,7
Cc1cc(C)c2c(-n3c(C)ccc3C)nn(CC(=O)NCCc3ccc(Cl)cc3)c2n1,7,-3,2,0,-2,-21,0,0
COc1ccc([C@H]2C[C@@H](NC(=O)c3ccccc3)CC[C@]23CCC(=O)N3)cc1OC,2,3,0,3,9,12,11,7

# Structural class: the compounds so far with an NH in an aromatic ring (twelve)
SMILES,USP10 inh,USP17 inh,UCHL1 block,USP8 block,USP7 block,USP30 block,OTUD3 inh,USP28 inh
CC(C)(C)c1cc(C(=O)N2CCCC(c3cnccn3)C2)n[nH]1 (stereo not drawn),-1,4,2,18,5,10,9,3
Cc1nc(-c2ncc[nH]2)cc(C2CCN(C(=O)C3CCC3)CC2)n1,-1,7,2,3,4,5,-4,-1
O=C(c1cc2ccc(Br)cc2[nH]1)N1CCCC1,-6,-4,-7,-17,-13,-91,-25,-25
O=C(Cc1cccc(F)c1)NC1CCCN(c2cc(-c3ccncc3)[nH]n2)C1 (stereo not drawn),3,-39,-3,-152,-2,-6,-4,-9
O=C1[C@H]2Cc3c([nH]c4ccccc34)C(c3ccccc3)N2C(=O)CN1Cc1ccc2c(c1)OCO2 (stereo partly drawn),-9,17,2,14,-1,-73,-4,-1
O=C(NCCc1c[nH]c2ccccc12)NCc1ccc(Cl)cc1Cl,9,21,8,2,0,32*,14,21
CSc1ccc(CNC(=O)Cn2c(=O)[nH]c3c(-c4ccccc4)c[nH]c3c2=O)cc1,22,-29,2,73*,10,-67,-18,-41
O=c1cc(C2CCN(Cc3ccc(F)cc3)CC2)nc(-c2cccnc2)[nH]1,2,3,-1,2,0,1,0,-3
Cc1ccc(C2CN3C(=O)CN(C4CC4)C(=O)[C@]3(C)c3[nH]c4ccccc4c32)cc1 (stereo partly drawn),-2,4,12,5,-102,-3,-3,5
CCc1ccccc1NS(=O)(=O)c1c(C)[nH]c(C)c1-c1nc(C)no1,1,2,1,13,3,-3,0,3
Cc1cccc(C)c1NC(=O)CSc1nnc(-c2cc3ccccc3[nH]2)o1,0,0,-2,19,15,-124,-20,-11
Cc1nnc(-c2cc(S(=O)(=O)N3CCN(c4ccccc4F)CC3)c[nH]2)o1,9,6,2,16,3,9,8,13
